KAT2A inh: qHTS Assay for Inhibitors of GCN5L2 | Potency, µM (highest dose often 58.9 µM), inactives show at the highest dose activity change, negative = inhibition, hits mostly inhibitors | GCN5L2 HAT assay, ThioGlo1 CoA-SH fluorescence | AID 504327, 2011 | Histone acetyltransferase KAT2A (Homo sapiens), Q92830 | 390,000 tested, 0.21% active
Target sequence (Q92830 whole entry, looked up): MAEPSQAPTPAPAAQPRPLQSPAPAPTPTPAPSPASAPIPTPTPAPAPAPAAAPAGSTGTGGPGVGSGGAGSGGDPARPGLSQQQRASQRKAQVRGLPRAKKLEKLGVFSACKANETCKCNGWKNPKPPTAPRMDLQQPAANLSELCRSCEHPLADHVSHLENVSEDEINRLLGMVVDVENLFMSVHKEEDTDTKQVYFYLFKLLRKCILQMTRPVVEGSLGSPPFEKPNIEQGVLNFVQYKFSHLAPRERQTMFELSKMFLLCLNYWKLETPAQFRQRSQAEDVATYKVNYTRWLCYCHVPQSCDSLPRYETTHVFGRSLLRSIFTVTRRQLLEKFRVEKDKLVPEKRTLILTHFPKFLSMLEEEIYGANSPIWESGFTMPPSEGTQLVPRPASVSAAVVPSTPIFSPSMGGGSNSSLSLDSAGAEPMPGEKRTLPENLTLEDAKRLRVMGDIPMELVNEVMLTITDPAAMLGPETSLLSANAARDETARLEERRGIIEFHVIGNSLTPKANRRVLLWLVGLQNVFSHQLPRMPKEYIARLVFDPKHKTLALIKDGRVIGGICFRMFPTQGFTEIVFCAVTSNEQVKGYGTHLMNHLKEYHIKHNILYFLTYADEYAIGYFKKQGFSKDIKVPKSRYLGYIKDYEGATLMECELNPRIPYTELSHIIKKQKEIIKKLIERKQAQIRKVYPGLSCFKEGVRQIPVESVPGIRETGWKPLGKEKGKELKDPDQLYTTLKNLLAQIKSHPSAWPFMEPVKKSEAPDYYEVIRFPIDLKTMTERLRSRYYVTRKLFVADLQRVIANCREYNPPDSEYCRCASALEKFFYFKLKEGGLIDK
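Fluorescence readout, Ex340nm/Em540nm: ThioGlo1 (50uM final) reacts with free CoA thiol released as 20nM GCN5L2 acetylates H3(1-25) peptide (75uM) using acetyl-CoA (70uM). Compound and enzyme sat 15 min beforehand; 20 min room-temperature reaction.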
DT40 TDP1 no CPT: qHTS for Inhibitors of human tyrosyl-DNA phosphodiesterase 1 (TDP1): qHTS in cells in absence of CPT; DT40 Tdp1-/- hTDP1 cells, no CPT, ATP luminescence, 48 h; Potency, µM (highest dose often 46.2 µM), inactives show at the top dose activity change, negative = growth inhibition, usual class: inhibitors; 420,000 tested, 15% active; also: nearly all actives have a fitted effect of over 55% in size
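DT40 Tdp1-/-;hTDP1 cells, no CPT (DMSO vehicle only), 400 cells/well; compounds pin-transferred; ≥48 hr, 37 °C; CellTiter-Glo 30 min RT dark, luminescence read.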
DT40 TDP1 CPT: qHTS for Inhibitors of human tyrosyl-DNA phosphodiesterase 1 (TDP1): qHTS in cells in presence of CPT | chicken DT40 Tdp1-/-;hTDP1 cells + 20 nM CPT, ATP luminescence, 48 h | 420,000 tested, 12% active | Potency, µM (top dose mostly 46.2 µM), inactives show top-dose activity change, negative = growth inhibition, most hits filed as inhibitors | AID 686979, 2013; also: nearly all actives have a fitted effect of over 55% in size
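Chicken DT40 Tdp1-/- cells stably complemented with human TDP1 were seeded at 400 cells/well in medium containing 20 nM camptothecin, exposed to pin-transferred compounds, and grown at 37 °C for at least 48 hr. Viability was read as ATP luminescence.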
* hit, by the source's call; ? = inconclusive; / = no result given; [ ] = another dose, or the depositor's remark. Calls follow the shape of the dose curve; as a rule, active = well fitted curve in the direction sought with a large enough effect; inconclusive = small, poorly fitted or top-dose-only effect, or another doubt; inactive = no such curve, though single readings can be large; an effect the other way counts as inactive or inconclusive. % is scaled to controls: 0 for no effect and ±100 for the full control effect; potency is read from the fitted curve at half-maximal effect.

SMILES	KAT2A inh	DT40 TDP1 no CPT	DT40 TDP1 CPT
Cc1cc(N2CCN(C)CC2)nc2ccc(NC(=O)CCC(=O)NCc3ccco3)cc12	62.0%[activator]	-15.5%	-22.9%
OCc1cccc(-c2cnc3c(Nc4cccc(OC(F)(F)C(F)F)c4)nccn23)c1	/	16.4µM*	?
Brc1c(CSc2nncc3ccccc23)nc2ccccn12	-0.6%	?	-7.8%
CCOC(=O)N1CCN(c2c(NCc3ccc(F)cc3)c(=O)c2=O)CC1	-5.0%	3.26µM*	4.11µM*
CS(=O)(=O)N1CCC(N2CCN(Cc3ccccc3)C(=O)C2=O)CC1	3.8%	-13.5%	5.1%
COc1ccccc1CP(=O)(c1ccccc1)c1ccccc1	-0.7%	-18.6%	-20.7%
C/C(=N\NC(=O)CCC(=O)NCc1ccccc1)c1ccco1	-5.7%	16.9%	-11.6%
O=C(NC(=S)Nc1ccc(Oc2ccccc2)cc1)c1ccc(Cl)cc1	2.0%	23.1µM*	?
CCc1nc2ccc(C(=O)NC3CCN(Cc4ccccc4)CC3)cn2c1N(C)Cc1cccs1	/	16.4µM*	?
Cc1cccc(-c2nc(CS(=O)CC(=O)NCCCSC3CCCCC3)c(C)o2)c1 (stereo not given)	-5.9%	?	?
COc1ccc(N2CCN(C(=O)CNC(=O)Cn3c(C)cc4ccccc4c3=O)CC2)cc1	-18.9%	?	?
CCN(CC)C(=S)SCC(=O)c1c(C)[nH]c2ccccc12	-11.5%	-9.6%	4.2%
O=C(NC1CC1)c1cccc(-c2cncc3nccn23)c1	/	-13.0%	-46.5%
CCc1nc2c(OCc3ccccc3C(=O)OC)cccn2c1N(C)C(=O)CC(C)C	/	13µM*	16.4µM*
Cc1cccc(-c2nc(SCC(=O)NCc3ccco3)c3c(=O)n(C)c(=O)n(C)c3n2)c1	-1.4%	-20.7%	-24.1%
Cc1ccc(CCNC(=O)C2CC(=O)N(C3CCCCC3)C2)cc1 (stereo not given)	0.0%	-10.9%	-5.7%
O=C(NCCOc1ccccc1F)Nc1ccc(Br)cc1	-12.5%	?	?
CCN(CC)S(=O)(=O)c1ccc(C(=O)NNC(=O)C2COc3ccccc3O2)cc1 (stereo not given)	-2.3%	-5.5%	-2.6%
Cc1cc(C(=O)Nc2sc(C)c(C)c2C#N)c(C)o1	-1.2%	-19.0%	-17.4%
COc1ccc(CN2CCN(CC3CC3)CC2CCO)c(C)c1C (stereo not given)	1.7%	-12.3%	?
COc1ccc(NC(=O)c2ccc(NC(=O)c3cccnc3)cc2)cc1	/	7.6%	-8.2%
COc1ccc(S(=O)(=O)N2CCOCC2)cc1NC(=O)CSc1cccc[n+]1[O-]	-0.2%	14.2%	-18.4%
Cc1ccc(CNC(=O)c2ccc(-c3nc(CS(=O)c4ccccc4)c(C)o3)cc2)cc1 (stereo not given)	-1.3%	8.2µM*	18.4µM*
CCc1ccccc1NC(=O)CCCSc1nc2ccccc2s1	0.4%	-20.2%	-27.5%
O=C(OCCN1C(=O)CCC1=O)c1ccc(S(=O)(=O)N2CCCCC2)cc1	0.7%	-8.3%	-14.4%

16 structures from above, arranged by length of the SMILES, rising.
SMILES	KAT2A inh	DT40 TDP1 no CPT	DT40 TDP1 CPT
O=C(NCCOc1ccccc1F)Nc1ccc(Br)cc1	-12.5%	?	?
CCc1ccccc1NC(=O)CCCSc1nc2ccccc2s1	0.4%	-20.2%	-27.5%
COc1ccccc1CP(=O)(c1ccccc1)c1ccccc1	-0.7%	-18.6%	-20.7%
Cc1cc(C(=O)Nc2sc(C)c(C)c2C#N)c(C)o1	-1.2%	-19.0%	-17.4%
COc1ccc(CN2CCN(CC3CC3)CC2CCO)c(C)c1C (stereo not given)	1.7%	-12.3%	?
C/C(=N\NC(=O)CCC(=O)NCc1ccccc1)c1ccco1	-5.7%	16.9%	-11.6%
Cc1ccc(CCNC(=O)C2CC(=O)N(C3CCCCC3)C2)cc1 (stereo not given)	0.0%	-10.9%	-5.7%
COc1ccc(NC(=O)c2ccc(NC(=O)c3cccnc3)cc2)cc1	/	7.6%	-8.2%
O=C(NC(=S)Nc1ccc(Oc2ccccc2)cc1)c1ccc(Cl)cc1	2.0%	23.1µM*	?
CCOC(=O)N1CCN(c2c(NCc3ccc(F)cc3)c(=O)c2=O)CC1	-5.0%	3.26µM*	4.11µM*
O=C(OCCN1C(=O)CCC1=O)c1ccc(S(=O)(=O)N2CCCCC2)cc1	0.7%	-8.3%	-14.4%
Cc1cccc(-c2nc(CS(=O)CC(=O)NCCCSC3CCCCC3)c(C)o2)c1 (stereo not given)	-5.9%	?	?
COc1ccc(S(=O)(=O)N2CCOCC2)cc1NC(=O)CSc1cccc[n+]1[O-]	-0.2%	14.2%	-18.4%
COc1ccc(N2CCN(C(=O)CNC(=O)Cn3c(C)cc4ccccc4c3=O)CC2)cc1	-18.9%	?	?
Cc1ccc(CNC(=O)c2ccc(-c3nc(CS(=O)c4ccccc4)c(C)o3)cc2)cc1 (stereo not given)	-1.3%	8.2µM*	18.4µM*
Cc1cccc(-c2nc(SCC(=O)NCc3ccco3)c3c(=O)n(C)c(=O)n(C)c3n2)c1	-1.4%	-20.7%	-24.1%

Remaining list, next part:
SMILES	KAT2A inh	DT40 TDP1 no CPT	DT40 TDP1 CPT
O=C(COc1ccc(S(=O)(=O)N2CCOCC2)cc1)N1CCOCC1	1.7%	-0.3%	3.3%
O=C1C=C(Nc2ccc(Cl)cc2)C(=O)N1c1ccc(Cl)cc1	1.4%	9.9%	-16.7%
Cc1cc(C)c2c(c1)NC(c1cc3c(cc1Br)OCO3)C1CC=CC21 (stereo not given)	7.8%	?	-20.6%
Cn1c(CCNC(=O)c2ccco2)nc2cc(NC(=O)COc3ccc(Cl)cc3)ccc21	-3.4%	-8.8%	3.1%
CCCn1c(SCC(=O)Nc2cc(C(=O)O)ccc2C)nc2sc3c(c2c1=O)CCC3	-14.3%	?	?
CSCCC(NC(=O)c1ccccc1Br)C(=O)N1CCN(C/C=C/c2ccccc2)CC1 (stereo not given)	/	?	2.59µM*
CNS(=O)(=O)c1cccc2cccnc12	0.2%	10.3%	-0.3%
COc1ccccc1-c1noc(CCCC(=O)NC2CCCCC2)n1	-1.1%	-11.7%	-0.2%
O=C(O)[C@H]1CCCC[C@H]1C(=O)NCCNC(=O)[C@@H]1CCCC[C@@H]1C(=O)O	-17.3%	21.6%	-5.4%
O=c1c2oc3ccccc3c2n(Cc2ccccc2Cl)c(=O)n1Cc1ccco1	-2.9%	21.8%	16.1%
CCOC(=O)C(C(=O)OCC)N(C#N)c1nc(SC)nc(N(C)C)n1	2.5%	-13.6%	-2.6%
CCC(=O)c1ccc(OC(C)C(=O)NC2(C#N)CCCCC2)cc1 (stereo not given)	-5.5%	2.7%	-24.2%
CCC(CC)C(=O)Nc1cccc(C(=O)Nc2ccc(S(N)(=O)=O)cc2)c1	-4.1%	-10.6%	-6.3%
O=C(Nc1cccc(S(=O)(=O)Nc2ccc(Cl)cc2)c1)c1cc2c(s1)CCCC2	-17.1%	?	?
COc1ccc(/C=N/N2CCN(Cc3ccc(C)cc3)CC2)cc1Br	-3.8%	?	-21.2%
COc1cccc(C2CC(c3ccccc3)=NN2S(=O)(=O)c2ccc(C)cc2)c1OC (stereo not given)	-9.6%	?	?
O=C(NCCCN1CCC(Cc2ccccc2)CC1)c1ccc(CS(=O)c2ccccc2Cl)o1 (stereo not given)	/	20.6µM*	23.1µM*
CC1(C)CC(=O)C(N=Nc2cccc([N+](=O)[O-])c2)=C(O)C1	-2.9%	-28.8%	-2.7%
COC(=O)c1nn(-c2ccc(OC)cc2)c(=O)cc1O	-2.5%	-1.2%	16.7%
O=c1cc(O)nc(SCc2ccccc2)n1-c1ccc(F)cc1	-16.2%	-2.0%	-0.5%
CCCn1c(=S)[nH]c2cc(C(=O)N3CCN(C(=O)OCC)CC3)ccc2c1=O	4.0%	-4.5%	-23.9%
CCC1CCCCN1C(=O)c1ccc(OC)c(OC2CCN(C(C)=O)CC2)c1 (stereo not given)	-25.2%	-22.1%	-10.0%
COc1cc(-c2cccc(Cl)c2)cc2c1OCCN(C(=O)CCn1ccc(C)n1)C2	/	?	1.4%[9.04 µM]
CC(=O)N1c2ccc(S(=O)(=O)NCc3ccc(Cl)cc3)cc2CC1C (stereo not given)	-3.8%	23.1µM*	?
O=c1c(Cl)c(NCc2ccco2)cnn1C12CC3CC(CC(C3)C1)C2	-4.5%	?	?

Later entries
SMILES	KAT2A inh	DT40 TDP1 no CPT	DT40 TDP1 CPT
Cn1c(/C(C#N)=C/c2ccc(-c3ccc(S(N)(=O)=O)cc3)o2)nc2ccccc21	-0.5%	14.6µM*	13µM*
COCCN(C)C(=O)c1cnn(-c2ncc3c(n2)-c2ccccc2CCC3)c1C1CC1	/	-11.5%	-6.3%
CCn1cc(C(=O)O)c(=O)c2cc(F)c(N3CCN(S(=O)(=O)c4ccc(NC(=O)OC)cc4)CC3)cc21	-13.9%	18.4µM*	18.4µM*
CC1(C(=O)NS(=O)(=O)c2ccccc2Cl)CCN1C(=O)C1(c2ccccc2)CCCC1 (stereo not given)	/	?	?
CC(=O)NC1(C(F)(F)F)NC(=O)N(C2CCCCC2)C1=O (stereo not given)	-2.5%	7.4%	3.4%
Cc1ccc(S(=O)(=O)N(C)C)cc1NC(=O)C(C)OC(=O)C1CCCCC1 (stereo not given)	0.0%	-22.8%	7.4%
CC(NC(=O)CN1C(=O)c2ccccc2C1=O)c1ccccc1 (stereo not given)	-0.3%	17.5%	6.0%
COc1cccc(CNC2CCCC2)c1	-2.1%	-9.9%	-15.9%
CC(=O)Nc1ccc(C(=O)CN2CCN(c3ccccc3)CC2)cc1	-2.3%	-19.7%	-23.5%
CCOC(=O)C1=C(COC(=O)c2cc(OC)c(OC)cc2[N+](=O)[O-])NC(=O)NC1C (stereo not given)	-4.4%	?	-4.1%
Cc1cc2nc(CCN(C(=S)NCC(C)C)C3CCCC3)[nH]c2cc1C	-12.4%	23.1µM*	?
O=C(COC(=O)/C=C/c1cccc(Cl)c1)Nc1cccc(S(=O)(=O)NC2=NCCC2)c1	-1.3%	8.5%	-19.9%
O=C(Cn1ccc([N+](=O)[O-])n1)N1CCCCC1	-1.9%	-11.4%	-25.9%
Cc1cc(/C=N/NC(=O)Cn2c3ccccc3c(=O)c3ccccc32)c(C)n1-c1ccc(Cl)cc1	-7.7%	29.1µM*	?
O=C(COC(=O)CCC(=O)c1ccc(Cl)cc1)NC1CC1	0.0%	-9.6%	-10.3%
CN(CCO)c1cc(N2CCCCC2)c2nonc2c1[N+](=O)[O-]	-5.1%	-11.2%	-16.5%
O=C(CNC(=O)c1ccc(Br)o1)NNC(=O)c1ccccc1F	-17.0%	5.8%	2.6%
CCCc1cc(=O)oc2cc(C)cc(O)c12	-8.2%	18.4µM*	?
O=[N+]([O-])c1cc([N+](=O)[O-])c2cccnc2c1Oc1ccccc1O	-12.7%	1.84µM*	2.59µM*
Cc1cc(C)n(CC(O)COc2ccccc2)n1 (stereo not given)	-5.5%	-8.6%	-17.2%
CSc1sccc1/C=C(/C#N)C(=O)c1ccco1	-4.5%	0.6%	18.5%
COc1cccc2cc(CC(=O)c3cc(C)ccc3C)c(=O)oc12	-4.6%	?	?
Cc1ccc(S(=O)(=O)CCC(=O)Nc2cc(C)on2)cc1	/	-9.0%	-7.0%
O=C(COc1ccc(Cl)cc1)Nc1ccc2c(c1)CCC2	20.8%	?	?

A different layout for part of the listing above:
O=C(COc1ccc(Cl)cc1)Nc1ccc2c(c1)CCC2
  KAT2A inh: 20.8% | DT40 TDP1 no CPT: ? | DT40 TDP1 CPT: ?

O=C(Cn1ccc([N+](=O)[O-])n1)N1CCCCC1
  KAT2A inh: -1.9% | DT40 TDP1 no CPT: -11.4% | DT40 TDP1 CPT: -25.9%

CC(=O)Nc1ccc(C(=O)CN2CCN(c3ccccc3)CC2)cc1
  KAT2A inh: -2.3% | DT40 TDP1 no CPT: -19.7% | DT40 TDP1 CPT: -23.5%

Source: PubChem

Hits appear at their usual frequency; about 18% have a hit in one of these screens.
